# OXTR ag: human OXTR agonists, primary screen, fluorescence, CHO-OTR cells, Fluo-8 calcium; Oxytocin receptor (Homo sapiens), P30559; AID 2435, 2010; Fluo-8 calcium fluorescence; normalized: DMSO 0%, oxytocin 100%; 320,000 compounds, 0.32% hits; activation, % at 3 µM;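 active = activation above the mean of all tested compounds plus 3 SD, cutoff set per screening run, cut at about 20% in these data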;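 also: peak over basal fluorescence ratio from a 100 s FLIPR kinetic read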
# IMP-1 inh: IMP-1 metallo-beta-lactamase inhibitors, primary screen, biochemical, epi-absorbance readout, Pseudomonas aeruginosa enzyme; metallo-beta-lactamase IMP-1 (Pseudomonas aeruginosa); purified IMP-1, nitrocefin hydrolysis, epi-absorbance fluorescence; inhibition, % at 5.6 µM; 290,000 compounds, 0.45% hits; AID 1556, 2009;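 active = inhibition above the mean plus 3 SD of all compounds in the same screening run, cut at about 4.5% in these data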;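 also: 0% = IMP-1 with DMSO and 100% = DMSO wells lacking enzyme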
#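 Material – recombinant IMP-1 enzyme, purified · Amount – IMP-1 0.2 nM before substrate addition · Medium – HEPES buffer pH 7.1 with ZnSO4 and Brij 35 · Timing – 25 °C, 15 min preincubation, 25 min reaction · Measured by – plate fluorescence quenching by hydrolysis product, ex 480/em 530 nm · Read-out – percent enzyme inhibition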
# VIM-2 inhibitor: VIM-2 metallo-beta-lactamase inhibitors, primary screen, biochemical, epi-absorbance readout, Pseudomonas aeruginosa enzyme; purified VIM-2, nitrocefin hydrolysis, epi-absorbance fluorescence; inhibition, % at 5.6 µM; 290,000 compounds, 0.89% hits;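 active = inhibition above the mean of all tested compounds plus 3 SD, cutoff set per screening run, cut at about 7.5% in these data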;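 also: red hydrolysis product quenches plate fluorescence so inhibitors raise well fluorescence; 0% = enzyme with DMSO and 100% = DMSO without enzyme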
# GalR3 antag: GalR3 antagonists in HEK293 cells, primary screen, cell-based, fluorescence readout. Galanin receptor type 3 (Homo sapiens), O60755. HEK293 GalR3-CNG cAMP membrane potential fluorescence; galR3 body fused to GalR1 C-terminus. inhibition, % at 3 µM. 360,000 compounds, 0.44% hits;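 active = inhibition above the screen-wide average plus 3 SD, cut at about 13% in these data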;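 also: forskolin and galanin both at EC90 stimulate the cells; cAMP rise reported by CNG channel membrane potential dye signal; 0% = forskolin plus galanin with DMSO and 100% = forskolin alone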
# V1aR counter: agonists of human V1a receptor, primary screen, counter-screen for OXTR agonist project, fluorescence, CHO-V1R cells; Fluo-8 calcium fluorescence, agonist mode; 0% DMSO, 100% 3 nM vasopressin; Vasopressin V1a receptor (Homo sapiens), P37288; 320,000 compounds, 0.25% hits; activation, % at 3 µM;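 active = activation above the mean activation of all tested compounds plus 3 SD, per screening run, cut at about 20% in these data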;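 also: signal is peak over basal fluorescence ratio across a 100 second FLIPR read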
# Target sequence (P37288 whole entry, looked up): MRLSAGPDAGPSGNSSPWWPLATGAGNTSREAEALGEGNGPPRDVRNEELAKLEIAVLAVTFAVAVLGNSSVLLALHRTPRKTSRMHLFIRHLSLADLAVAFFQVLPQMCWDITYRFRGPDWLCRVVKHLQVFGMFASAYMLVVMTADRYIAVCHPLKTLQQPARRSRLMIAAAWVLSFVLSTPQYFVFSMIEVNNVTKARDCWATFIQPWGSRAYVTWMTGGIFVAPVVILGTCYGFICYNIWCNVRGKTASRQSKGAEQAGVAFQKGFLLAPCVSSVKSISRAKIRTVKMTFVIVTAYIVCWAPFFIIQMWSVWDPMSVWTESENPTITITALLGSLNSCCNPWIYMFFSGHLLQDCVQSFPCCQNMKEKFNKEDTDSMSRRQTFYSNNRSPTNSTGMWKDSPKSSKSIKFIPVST
# PHOSPHO1 inh: PubChem AID 1565; Phosphoethanolamine/phosphocholine phosphatase (Homo sapiens), Q8TCT1; recombinant PHOSPHO1, absorbance phosphatase assay; inhibition, % at 13.3 µM; 290,000 compounds, 1.1% hits; in the data active = inhibition above about 60%
# Target sequence (Q8TCT1 whole entry, looked up): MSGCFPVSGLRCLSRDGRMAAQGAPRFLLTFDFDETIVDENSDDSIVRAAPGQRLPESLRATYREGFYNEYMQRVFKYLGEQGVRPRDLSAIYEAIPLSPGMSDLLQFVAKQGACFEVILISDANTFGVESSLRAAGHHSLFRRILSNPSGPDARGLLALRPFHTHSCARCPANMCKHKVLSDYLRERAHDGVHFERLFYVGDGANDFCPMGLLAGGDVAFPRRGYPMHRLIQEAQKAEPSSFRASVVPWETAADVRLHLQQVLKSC
# HCV NS3 hel inh: inhibitors of HCV NS3 helicase, primary screen, biochemical, Cy5 molecular beacon fluorescence; inhibition, % at 10.9 µM; NS3 helicase DNA unwinding; 290,000 compounds, 0.56% hits; Hepatitis C virus NS3 helicase;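 active = inhibition above the mean of all tested compounds plus 3 SD, set per campaign, cut at about 35% in these data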;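 also: 0% = DMSO wells and 100% = thioflavine S control wells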
#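 System: Hepatitis C virus NS3 helicase domain fragment enzyme | Reagent: Annealed dual-labelled DNA beacon duplex, ATP-started | Compound dosing: 10.9 µM single point, 0.8% DMSO | Incubation: 1 h reaction at 25 °C, ATP-initiated | Technique: Cy5 fluorescence | Evaluation: Percent inhibition from t60/t0 fluorescence ratio | Benchmarks: Low DMSO, high thioflavine S at 110 µM | Replication: Singlicate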
# GPR7 antagonist: GPR7 receptor antagonists, primary screen, cell-based, fluorescence, single concentration | Neuropeptides B/W receptor type 1 (Homo sapiens), P48145 | GPR7-expressing cells, fluorescence antagonist assay | inhibition, % at 4.4 µM | 290,000 compounds, 1.1% hits; in the data active = inhibition above about 16%, passing the limit was not always enough;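 also: cells stimulated with the agonist NPW; 0% = agonist with vehicle and 100% = vehicle without agonist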
# Target sequence (P48145 whole entry, looked up): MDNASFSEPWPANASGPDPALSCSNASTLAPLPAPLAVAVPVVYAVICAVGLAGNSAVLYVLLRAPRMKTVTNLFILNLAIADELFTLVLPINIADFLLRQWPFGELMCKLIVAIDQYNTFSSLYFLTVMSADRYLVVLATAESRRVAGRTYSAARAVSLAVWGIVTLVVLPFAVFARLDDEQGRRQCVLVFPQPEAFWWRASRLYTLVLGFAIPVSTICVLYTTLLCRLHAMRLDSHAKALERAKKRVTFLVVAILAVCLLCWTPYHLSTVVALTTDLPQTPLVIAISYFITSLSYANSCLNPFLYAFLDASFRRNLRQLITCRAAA
# DNA FID counter: compounds displacing fluorescent DNA intercalator, primary screen, artefact control for HCV NS3 helicase inhibitor project, biochemical, FID fluorescence. DNA fluorescent intercalator displacement. inhibition, % at 7.9 µM. 290,000 compounds, 0.17% hits; in the data active = inhibition above about 37%;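 also: 0% = vehicle and 100% = reference compound; higher means more ethidium bromide displaced from hairpin DNA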
# Active calls of the source: *; nt = no result given.
SMILES	OXTR ag	IMP-1 inh	VIM-2 inhibitor	GalR3 antag	V1aR counter	PHOSPHO1 inh	HCV NS3 hel inh	GPR7 antagonist	DNA FID counter
CC1Cc2ccccc2N1C(=O)C1CCCN(S(=O)(=O)c2cccc3nsnc23)C1 (stereo unspecified)	0.2	-0.2	1.1	0	1.8	24	-17	-10	-24
COc1ccc(CNC(=O)N2CCN(S(=O)(=O)c3ccc(C)cc3C)CC2)cc1	-0.3	-2.4	-3.6	-11	1.7	16	-1	11	-36
CC1CCC2(CC1)NC(=S)N(C(C)(C)C)N2 (stereo unspecified)	-0.2	-1.9	-4.0	-3	-0.1	-1	-4	-6	-2
Cc1cccn2cc(-c3ccc(Cl)cc3)nc12	-2.8	-1.5	-3.8	-4	-1.2	39	10	-7	9
CC(=O)c1c(C)n(-c2ccc(C)cc2C)c2ccc(O)cc12	-1.7	-1.4	0.5	-8	-1.6	20	-6	-16	-27
O=C(Nc1cccc(C(F)(F)F)c1)Nc1ccc(N2CCCC2)c(S(=O)(=O)Nc2ccccc2Cl)c1	-0.2	-0.7	1.1	-7	-0.1	-35	-19	8	13
Cc1ccc(CSCCC(=O)NCCC2=CCCCC2)cc1	-3.3	-0.8	-1.7	-3	-1.7	4	3	-7	-23
CC(C)CC(NC=C1C(=O)OC(C)(C)OC1=O)C(=O)O (stereo unspecified)	0.3	-3.9	-8.0	-6	0.6	nt	-4	-10	1
COc1ccc(S(=O)(=O)NCCC(=O)NCc2ccc(F)cc2)cc1	-0.2	-1.3	0.0	-4	-0.2	19	3	-3	-3
CC(=O)Nc1ccc(NC(=O)C/C(C)=N/NC(=O)c2cccc3ccccc23)cc1	-0.5	-4.9	-0.6	-6	-0.1	19	-1	17	-14
Cc1ccn(CC(=O)N2CCCC(N3CCN(c4cccc(Cl)c4)CC3)C2)n1 (stereo unspecified)	-0.8	-4.0	-2.1	0	1.4	49	11	-5	-28
Cc1ccc2cc(CCNC(=O)Cc3cccs3)c(=O)[nH]c2c1	0.4	-2.4	-1.9	5	0.5	1	0	-9	-14
O=C(c1ccc(-c2cccc(C(F)(F)F)c2)o1)N1CCOCC1	-1.4	-1.4	-0.9	-1	0.3	-7	0	1	-17
COc1ccc(C)cc1NC(=O)C(OC(=O)c1ccc(Cl)c(S(=O)(=O)N(C)c2ccccc2)c1)c1ccccc1 (stereo unspecified)	0.7	1.9	0.9	0	0.3	-4	-4	-4	-1
CCOC(=O)c1c(N2C(=O)C3C4C=CC(C4)C3C2=O)sc2c1CCC(C)C2 (stereo unspecified)	-0.9	-1.8	0.7	-6	-0.7	-14	-18	-7	-22
CN(C)/C=N/C(=S)Nc1ccc(Cl)cc1Cl	14	0.8	-1.2	-5	-0.3	37	-1	-15	-3
CC(C)CNC(=S)N(CCCN(C)C)Cc1cc2cc3c(cc2[nH]c1=O)OCCO3	0.1	-2.4	-2.4	-9	-0.8	19	0	-6	-2
O=C(c1cccc([N+](=O)[O-])c1)N1CCN(c2ccc(Cl)cc2)CC1	3.3	-2.2	-0.8	-2	5.3	-5	-11	9	-8
CCOC(=O)C1(Cc2ccccc2C(F)(F)F)CCN(C(C)CCn2cccn2)CC1 (stereo unspecified)	1.0	-1.9	-2.2	-3	1.1	-10	-7	2	8
COc1cc(C(=O)NNC(=O)c2ccco2)cc(OC)c1OC	0.3	-3.2	-1.7	-4	1.5	37	8	3	-2

# New compounds follow
SMILES	OXTR ag	IMP-1 inh	VIM-2 inhibitor	GalR3 antag	V1aR counter	PHOSPHO1 inh	HCV NS3 hel inh	GPR7 antagonist	DNA FID counter
COc1cc(NC(=S)NC(=O)c2ccccc2F)ccc1NC(=O)c1cccs1	-2.0	-3.7	-5.1	-4	-1.4	13	3	-10	-5
CCNc1sc(C(=O)c2cccs2)c(N)c1C#N	-1.7	-2.6	-2.5	0	-0.9	-10	-4	1	2
Cn1nnnc1SCC(=O)Nc1nc2c(s1)CCCC2	0.6	-1.9	-5.5	-1	0.9	-9	2	-2	-4
Cc1cc(N=Nc2ccc(C)c(N=Nc3cc(C)c(N)cc3N)c2)c(N)cc1N	-0.1	-4.2	-4.3	-9	0.0	-5	-32	5	7
CC(C)NC(=O)c1ccccc1NC(=O)C(C)Oc1ccccc1 (stereo unspecified)	-1.7	-3.2	-5.1	-3	-1.0	47	1	6	-9
COC(=O)c1ccccc1NC(=O)/C=C/c1cc(OC)c(OC)c(OC)c1	0.2	-6.2	-0.9	-2	-0.3	7	-5	-4	-22
O=C(Nc1nc2c(Br)cccc2s1)C1CC1	-2.6	-3.2	-1.0	nt	-1.3	15	21	-8	-10
O=C(Oc1c(CN2CCOCC2)cc(Cl)c2cccnc12)c1ccccc1Cl	-0.9	-2.7	0.0	-2	-1.4	-39	-2	-14	-1
CCn1cc(CN2CCCC(C(=O)Nc3ccc(-c4cscn4)cc3)C2)c(C)n1 (stereo unspecified)	1.2	-1.1	-0.2	-4	0.5	4	-2	-2	20
CCOC(=O)Cn1c(=O)oc2cc(S(=O)(=O)N(C)Cc3ccco3)ccc21	1.3	-4.6	-2.6	0	1.4	9	2	-1	-5
CCc1cccc(NC(=S)N(CCCOC(C)C)C2CCN(C(C)=O)CC2)c1	1.2	-0.6	-4.1	-8	0.3	33	1	-6	-18
CNc1nc(SC(C)C(=O)Nc2ccc(Cl)c(Cl)c2)nc(N2CCOCC2)n1 (stereo unspecified)	0.4	-2.1	-0.6	-1	0.5	28	-2	-6	-16
CC1CC(C)CN(C(=O)CCc2nnc3ccc(N4CCCCC4)nn23)C1 (stereo unspecified)	-2.8	-1.2	-0.8	-8	-1.9	22	-2	3	-42
O=C(NCc1cccs1)c1cc(-c2cccs2)on1	-0.5	-1.2	-2.4	-4	-0.2	-7	3	1	-5
CCOC(=O)N1CCC(N2Cc3cccc(C(=O)Nc4ccc(F)cc4)c3C2=O)CC1	-0.3	-2.8	-1.2	-2	-1.0	40	-2	-4	-3
COc1cc(Cl)c(CN2CCC(CO)(CCOc3ccccc3)CC2)cc1OC	5.6	-3.6	-1.7	-7	2.7	19	-2	3	4
CCOC(=O)Cc1csc(N/N=C\c2cccc(Br)c2)n1	-0.3	-3.8	-4.5	6	0.9	-94	4	-3	-8
COc1ccc([C@@H]2[C@@H]3C(=O)N(C(C)(C)C)C(=O)[C@@H]3[C@]3(C)C(=O)N(c4cccc(F)c4)C(=O)N23)cc1	0.2	-3.5	-2.6	0	0.8	15	-5	5	-23
c1ccc(-c2cn3c(n2)-c2ccccc2C3)cc1	-0.1	-0.6	0.1	-5	2.6	-1	2	2	-2
COC(=O)c1ccc(CSc2nnc(CNC(=O)COc3ccc(Cl)cc3)o2)o1	1.1	1.0	2.5	4	2.3	8	-6	-1	-25

# Further results follow.
SMILES	OXTR ag	IMP-1 inh	VIM-2 inhibitor	GalR3 antag	V1aR counter	PHOSPHO1 inh	HCV NS3 hel inh	GPR7 antagonist	DNA FID counter
CCCOC(=O)C(C)n1c(-c2ccccc2)nc2ccccc2c1=O (stereo unspecified)	-0.4	-2.3	-1.4	-3	-0.4	19	1	-6	32
CC(C)n1cc(CN2CCC(Oc3ccc(C(=O)N4CCCC4)cc3)CC2)cn1	0.7	-1.0	-1.4	-1	2.1	31	14	-11	1
CCc1ccc(C(=O)CC2(O)C(=O)N(CN3CCOCC3)c3ccccc32)cc1 (stereo unspecified)	1.0	-6.1	-4.2	0	1.8	-2	-2	-8	-8
CN1CCN(c2ccc(Cl)cc2NC(=O)c2cccc(S(=O)(=O)N(C)C)c2)CC1	1.8	-1.1	1.0	-5	1.4	-48	-62	24*	27
Cc1ccc(C(=O)CC(C(=O)O)n2cccn2)cc1 (stereo unspecified)	-0.6	-0.6	-2.0	-4	0.4	-11	3	-11	-3
COc1cc(NC(=O)c2ccc3c(c2)OCO3)ccc1NC(=O)c1cccs1	-0.6	-2.8	-1.4	-1	-0.3	35	-14	-1	2
CN(C)c1ccc(/C=C(\NC(=O)c2ccccc2)C(=O)NCCCN2CCOCC2)cc1	1.4	-0.6	-1.8	-3	1.5	23	-3	-14	7
COC(=O)C(C)NC(=O)c1cn(-c2ccccc2OC)c(=O)c2ccccc12 (stereo unspecified)	-0.3	-1.1	-4.7	0	-0.6	nt	2	-18	-3
Cc1ccc(S(=O)(=O)N(C)/C(=N/S(=O)(=O)c2ccccc2)c2ccccc2)cc1	1.0	-1.3	-1.5	-6	-0.1	-3	4	-8	1
Cc1cccc(OCC(=O)O/N=C(\N)c2ccccn2)c1C	1.9	1.9	-3.0	-4	2.0	21	-2	3	-13
O=S(=O)(/C=C/c1ccccc1)N1CCN(c2cccc(Cl)c2)CC1	0.9	-2.6	0.9	-5	0.9	19	4	-6	-3
COc1ccc(C2CC(c3ccccc3)=NN2S(=O)(=O)c2ccccc2)c(OC)c1 (stereo unspecified)	-2.6	-4.7	-2.0	-4	-0.6	-2	-1	4	3
CCOC(=O)C1=CCN(Cc2ccccc2)CC1	-0.2	0.2	1.8	-3	-0.5	29	16	-1	1
CCCC1S/C(=N/N=C/c2cccs2)NC1=O (stereo unspecified)	-1.8	-2.1	-2.9	3	0.1	2	0	-5	-4
Nc1nc(Nc2ccc(Cl)cc2)n[nH]1	0.4	-6.4	-1.9	6	0.7	3	-4	-5	-2
C=CCOc1cc(C)nc(-c2ccccc2O)n1	-2.5	-0.1	-3.3	-5	-1.6	2	2	-2	-3
O=C(O)C1CCN(C(=O)COc2ccc3c4c(c(=O)oc3c2)CCC4)CC1	0.1	-1.7	1.7	-3	1.0	23	3	-7	-12
Cn1c(=O)[nH]c2ccc([N+](=O)[O-])nc21	-0.2	-2.9	-1.3	-8	0.6	-2	-3	-2	-8
CN(C)CC(O)COc1ccc(C(C)(C)c2ccc(OCC(O)CN(C)C)cc2)cc1 (stereo unspecified)	1.3	1.3	0.3	-6	0.8	-8	-88	12	29
CC1CN(C(=O)c2ccc3c(c2)OCO3)CC(C)O1 (stereo unspecified)	0.7	0.8	-1.5	-1	0.2	12	0	-10	-8
CCOC(=O)CSc1nc2ccccc2c(=O)n1Cc1ccco1	-2.2	-2.5	-1.6	1	-0.7	-30	3	2	-17

# Compound activity deposited in PubChem by several laboratories.
